MT stabilize HCS = microtubule stabilization, imaging screen; HeLa tubulin immunostaining HCS, 24 h; share of cells brighter than vehicle mean+2SD; % tubulin-high responders, % at 10 µM; 200,000 tested, 0.83% active;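 active means plate Z-score above 3 for both tubulin-high and condensed-nucleus cell shares, with cell loss under 80%, at 10 µM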;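 further: anti alpha tubulin signal scored within the nucleus-defined area of each cell; some results filed as inactive read as strong as hits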
CSM14.1 death rescue = rescue of cells from ER stress-induced death, primary screen, 384-well, CSM14.1, thapsigargin, ATP luminescence (AID 1222); CSM14.1 thapsigargin-induced death rescue, ATP luminescence; higher % means a stronger effect; 190,000 tested, under 10 active; cellular ATP content (survival), % at 20 µM; hits with a dose series show EC50 in µM;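 active means EC50 below 50 µM in the dose-response confirmation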;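 further: death triggered by thapsigargin at about 15 µM added after 2 h compound pretreatment; cell ATP read after overnight thapsigargin exposure of roughly 18 to 22 hours; normalized against plate controls of thapsigargin alone and 5% DMSO vehicle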
Dynein transport = dynein cargo transport inhibition. 3617.4 mouse cells, GR-EGFP nuclear translocation imaging; test concentration mostly 20 µM; stimulated with dexamethasone, 1 µM; stronger effect = lower value. z-score, hits read low. 220,000 tested, 0.47% active;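 active means plate z-score of nuclear minus cytoplasmic receptor signal below a set negative limit, without overly bright fluorescence or cell loss, cut at about -3.5 in these data, passing the limit was not always enough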;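 further: z-score of nuclear minus cytoplasmic ring GR-EGFP intensity difference per well; some compounds called inactive have numbers as strong as hits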
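medium = tetracycline-free induction medium containing charcoal-stripped FBS | also added = 1.0 µM final dexamethasone stimulus | schedule = 48 h induction, 1 h compound, 30 min dex at 37 °C | technique = fixed, Hoechst-stained cells imaged at 10x for EGFP | measure = GR-EGFP nuclear translocation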
Lipid droplet = modulators of hepatic lipid droplet formation; AML12 mouse hepatocytes, oleate lipid droplets, BODIPY imaging; 240,000 tested, 0.4% active; AID 1656; inhibition, % at 6.5 µM;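 active means lipid droplet intensity inhibited by at least 50%, with more than 500 cells counted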
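Assay system: AML12 mouse liver cells | Compound: 6.5 µM single-point dosing | Schedule: Overnight exposure | Technique: Fluorescence imaging, 20x objective, two fields per well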
M17LAP inhibition = P. falciparum M17LAP inhibitors, primary screen, biochemical, fluorogenic H-Leu-NHMec substrate, 1536-well (AID 1619) | recombinant M17LAP, H-Leu-NHMec fluorogenic kinetic assay; higher % means a stronger effect | inhibition, % at 30 µM, or IC50 in µM where a hit was titrated | 220,000 tested, 0.38% active;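 active means compound inhibiting the enzyme by more than half at any dose during confirmatory dose-response retesting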;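 further: plate controls were full reaction with DMSO carrier for no effect and no enzyme background for full effect; strong numbers were not always called active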
Ins promoter up = MIN6 insulin promoter up-regulation; MIN6 insulin promoter-GFP reporter, high-content imaging; stronger effect = higher value; z-score at 5 µM; 190,000 tested, 0.3% active; AID 1625;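 active means z-score above 3 at 5 µM with at least 500 cells counted in the well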
M1AAP inhibition = P. falciparum M1AAP inhibitors, biochemical, fluorogenic H-Leu-NHMec substrate, 1536-well (AID 1445); recombinant M1AAP, H-Leu-NHMec fluorogenic kinetic assay; higher % means a stronger effect; 220,000 tested, 0.42% active; one-dose inhibition, % at 30 µM; IC50 in µM for titrated hits;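 active means primary inhibition above the hit cutoff, then over 50% inhibition at one or more dose response concentrations, cut at about 23% in these data, passing the limit was not always enough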;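 further: plate controls were DMSO full reaction for no effect and no enzyme background for full effect; strong numbers were not always called active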
Autophagy mod = alters autophagy in cells; MEF GFP-LC3 puncta imaging; test concentration mostly 10 µM; calls only at 10 µM (by protocol); 190,000 tested, 0.98% active;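 active means percentage of spot-positive cells more than 3 SD above its plate mean, without a fluorescence outlier flag or 80% toxicity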;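 further: spot-positive cell cutoff set from DMSO-treated cells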
Yfh1-off respiration = mitochondrial function rescue without frataxin homolog – Friedreich's ataxia, plus single-dose screen, dose response (AID 1465); 220,000 tested, 0.074% active; fold induction at 50 µM; hits with a dose series show EC50 in µM; S. cerevisiae Yfh1-off respiration, WST-1 reduction, 72 h; higher fold induction means a stronger effect;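 active means fold induction of absorbance versus untreated yeast above a set limit, then at least 30% activation at any dose in follow-up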;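 further: activators that raise dye reduction in frataxin-depleted yeast; strong numbers were not always called active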
Dynein transport cytoplasmic EGFP = also measured in Dynein transport; calls as there; z-score; measured here: cytoplasmic GR-EGFP intensity; stronger effect = higher value
Dynein transport nuclear GR-EGFP = second read-out of Dynein transport, no call of its own (marks repeat the call); z-score; measured here: nuclear GR-EGFP intensity;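 lower value marks the stronger effect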
Dynein transport cell count = also measured in Dynein transport; calls as there; z-score; measured here: cell count per field
Ins promoter up cell count = second read-out of Ins promoter up, no call of its own (marks repeat the call); cell count; measured here: cytotoxicity, nuclei count;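 total cells summed across four imaged fields per well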
Lipid droplet cells 6.5 µM = further read-out of Lipid droplet, marked with its call; cell count; measured here: cell count, cytotoxicity flag;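 cells counted across two imaged fields per well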
MT stabilize HCS Hoechst-high % = recorded beside MT stabilize HCS, whose call it bears; % Hoechst-high responders; measured here: nuclear condensation Hoechst responders;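 share of cells brighter than vehicle mean plus two SD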
MT stabilize HCS cytotoxicity % = also measured in MT stabilize HCS; calls as there; toxicity, %; measured here: cytotoxicity by cell density;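 0% = mean cell density of plate MIN control wells and 100% = no cells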
Autophagy mod cell loss 18 h = second read-out of Autophagy mod, no call of its own (marks repeat the call); toxicity, %; measured here: cell loss, nuclei count;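 cell loss after 18 h compound exposure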
Starred values were filed as active, the others as inactive; i = inactive; nt = not tested or not shown; + = active, no number.

Preview:
entry	SMILES	MT stabilize HCS	MT stabilize HCS Hoechst-high %	MT stabilize HCS cytotoxicity %	CSM14.1 death rescue	Dynein transport	Dynein transport cytoplasmic EGFP	Dynein transport nuclear GR-EGFP	Dynein transport cell count	Lipid droplet
1	CCOC(=O)C(CCCOc1cccc(CC)c1)C(=O)OCC	1.5	1.1	3.1	-0.8%	-0.69	-0.045	-0.22	0.87	10
2	O=C(NC(=S)Nc1cccc(NC(=O)c2ccc(Cl)cc2Cl)c1)c1cccs1	6.7	2.5	6.6	-1.1%	2	-0.14	0.53	-0.41	1
3	CCCOCC(O)COc1ccccc1C(=O)N1CCOCC1 (centres undefined)	1.0	1.1	5.8	-1.7%	-0.64	-0.16	-0.32	0.67	nt
4	CCCCn1c(C)csc1=Nc1cccnc1	1.5	3.2	5.7	-2.6%	-0.72	-0.29	-0.42	0.55	2

entry	Lipid droplet cells 6.5 µM	M17LAP inhibition	Ins promoter up	Ins promoter up cell count	M1AAP inhibition	Autophagy mod	Autophagy mod cell loss 18 h	Yfh1-off respiration
1	769	4%	nt	nt	3%	i	-1	i
2	692	10%	-0.03	1281	11%	i	-9	i
3	nt	-12%	-0.49	1041	1%	i	-12	i
4	581	1%	0.01	1256	5%	i	1	i

Main list, from the first entry:
entry	SMILES	MT stabilize HCS	MT stabilize HCS Hoechst-high %	MT stabilize HCS cytotoxicity %	CSM14.1 death rescue	Dynein transport	Dynein transport cytoplasmic EGFP	Dynein transport nuclear GR-EGFP	Dynein transport cell count	Lipid droplet
1	CCOC(=O)C(CCCOc1cccc(CC)c1)C(=O)OCC	1.5	1.1	3.1	-0.8%	-0.69	-0.045	-0.22	0.87	10
2	O=C(NC(=S)Nc1cccc(NC(=O)c2ccc(Cl)cc2Cl)c1)c1cccs1	6.7	2.5	6.6	-1.1%	2	-0.14	0.53	-0.41	1
3	CCCOCC(O)COc1ccccc1C(=O)N1CCOCC1 (centres undefined)	1.0	1.1	5.8	-1.7%	-0.64	-0.16	-0.32	0.67	nt
4	CCCCn1c(C)csc1=Nc1cccnc1	1.5	3.2	5.7	-2.6%	-0.72	-0.29	-0.42	0.55	2
5	C=CCNC(=O)CSc1n[nH]c(-c2cc(Cl)ccc2OC)n1	4.0	2.6	8.7	0.1%	0.5	-0.39	0.27	0.62	5
6	Cc1ccc(-n2cc(-c3ccccc3)c3c(N4CCOCC4)ncnc32)cc1	2.1	2.5	2.7	-1.4%	0.43	-0.14	-0.11	0.78	33
7	COC(=O)CC1C(=O)NCCN1C(=S)Nc1ccccc1 (centres undefined)	5.3	3.1	5.6	-3.6%	-0.1	-0.21	-0.26	0.3	10
8	CC1(C)CC(=O)c2cnc3c(C#N)cnn3c2C1	4.3	2.4	6.5	-0.3%	-0.14	-0.27	0.05	0.12	-23
9	O=C(CN1CCCC1=O)NC1(C(F)(F)F)NC(=O)N(Cc2ccccc2)C1=O (centres undefined)	4.0	2.2	0.6	-0.5%	0.13	-0.046	-0.58	0.14	-3
10	O=C(Cn1[nH]c(=O)c2ccccc2c1=O)Nc1cccc(S(=O)(=O)N2CCCCCC2)c1	3.8	1.2	4.1	0.0%	2.5	-0.14	1.6	-1.5	-12
11	Cc1ccc(O)c(CC(C)C)n1	1.7	1.8	13	-0.4%	0.37	-0.22	0.18	-0.55	nt
12	CCN(CC)CCCNc1oc(-c2ccc(OC)c(OC)c2)nc1C#N	4.4	2.8	5.9	-1.2%	0.51	-0.071	-0.37	-1.2	11

entry	Lipid droplet cells 6.5 µM	M17LAP inhibition	Ins promoter up	Ins promoter up cell count	M1AAP inhibition	Autophagy mod	Autophagy mod cell loss 18 h	Yfh1-off respiration
1	769	4%	nt	nt	3%	i	-1	i
2	692	10%	-0.03	1281	11%	i	-9	i
3	nt	-12%	-0.49	1041	1%	i	-12	i
4	581	1%	0.01	1256	5%	i	1	i
5	668	-4%	1	1598	4%	i	1	i
6	672	-21%	-1.4	1153	0%	+	26*	i
7	568	-3%	0.06	1202	5%	i	-4	i
8	619	-1%	-0.04	1442	3%	i	-14	i
9	616	6%	0.55	1826	6%	i	-8	i
10	752	7%	-0.29	1112	6%	i	13	i
11	nt	-7%	0.91	1145	6%	i	-21	i
12	806	-29%	-0.65	875	13%	i	10	i

Next section
entry	SMILES	MT stabilize HCS	MT stabilize HCS Hoechst-high %	MT stabilize HCS cytotoxicity %	CSM14.1 death rescue	Dynein transport	Dynein transport cytoplasmic EGFP	Dynein transport nuclear GR-EGFP	Dynein transport cell count	Lipid droplet
13	CCOC(=O)C(=O)N(CC)C1CCS(=O)(=O)C1 (centres undefined)	nt	nt	nt	nt	1.7	-0.27	0.79	-1.2	-2
14	S=C(NCc1ccccn1)Nc1ccc(Cl)c(Cl)c1	2.5	2.6	6.6	0.6%	0.54	-0.15	1	0.75	nt
15	CCN(CC)c1ccc(/C=N/NC(=O)CCC(=O)NCc2ccccc2)c(O)c1	2.4	1.7	20	-2.5%	-0.033	-0.19	-0.023	-0.25	2
16	CCCCCOP(=O)(c1ccccc1)c1ccccc1	2.1	2.9	3.8	0.5%	-0.8	-0.34	-0.56	1.2	-2
17	COc1cc(SC)ccc1C(=O)Nc1ccccn1	nt	nt	nt	nt	0.14	-0.14	0.61	-1.2	1
18	O=c1oc2cc(O)ccc2c2oc3cc(O)ccc3c12	3.5	1.7	3.1	3.9%	1.4	-0.32	0.9	0.16	1
19	O=C(c1ccc(Br)o1)N1CCN(c2ccc3nnc(-c4ccccc4)n3n2)CC1	7.9	1.0	3.1	nt	1.4	-0.1	1	-0.92	-1
20	Cc1ccc(N(C(=O)c2csnn2)C(C(=O)NC(C)(C)C)c2cccnc2)cc1 (centres undefined)	2.9	1.1	2.8	0.5%	1.9	0.38	1.3	-1.5	-7
21	CCCCNC(=S)NNC(=O)c1ccc(Br)o1	5.0	3.5	7.2	-2.1%	-0.78	-0.3	-0.76	1.1	-12
22	O=C(Nc1ccccc1F)c1ccc(-n2cncn2)nc1	1.7	1.3	4.3	-1.2%	0.67	-0.23	0.09	0.53	nt
23	O=C(Oc1ccc(-c2cnc3ccccc3n2)cc1)c1ccc(Cl)c([N+](=O)[O-])c1	5.5	2.2	8.9	-1.2%	-0.69	-0.045	-0.39	0.13	1
24	CN(C)CCCSc1nc(-c2ccccc2)nc2c1CCC2	4.1	3.7	3.5	-2.8%	0.52	-0.22	0.84	-0.55	6

entry	Lipid droplet cells 6.5 µM	M17LAP inhibition	Ins promoter up	Ins promoter up cell count	M1AAP inhibition	Autophagy mod	Autophagy mod cell loss 18 h	Yfh1-off respiration
13	714	-3%	0.14	1391	1%	nt	nt	i
14	nt	10%	0.14	1364	5%	i	14	nt
15	662	12%	-0.39	826	-2%	i	9	i
16	657	-7%	0.17	1410	0%	i	8	i
17	676	-3%	-0.83	1035	4%	nt	nt	i
18	681	-11%	nt	nt	10%	i	-53	i
19	512	10%	1.1	2008	13%	nt	nt	i
20	715	-1%	0.73	1338	2%	i	35	i
21	738	23%	0.38	1120	-7%	i	-17	i
22	nt	-8%	0.17	1622	3%	i	-3	nt
23	658	11%	0.73	1626	-4%	i	6	i
24	600	0%	-0.01	1398	9%	i	10	i

(further entries)
entry	SMILES	MT stabilize HCS	MT stabilize HCS Hoechst-high %	MT stabilize HCS cytotoxicity %	CSM14.1 death rescue	Dynein transport	Dynein transport cytoplasmic EGFP	Dynein transport nuclear GR-EGFP	Dynein transport cell count	Lipid droplet
25	Cc1ccc(S(=O)(=O)N2CCCCC2)cc1NC(=O)Cn1c(=O)cnc2ccccc21	2.8	2.5	5.8	2.2%	-0.19	0.017	0.23	0.55	5
26	CS(=O)(=O)N(Cc1ccccc1F)c1ccccc1	3.2	1.4	4.9	-1.1%	0.0061	-0.27	-0.063	-0.19	-18
27	CCC(C)NC(=O)CSc1nc2ccccc2c(=O)n1-c1c(C)n(C)n(-c2ccccc2)c1=O (centres undefined)	3.6	1.8	9.2	0.1%	-0.76	-0.31	0.12	0.74	-10
28	CCOC(=O)NC(=S)c1ccc[nH]1	3.8	1.3	3.7	3.8%	-0.96	-0.28	-0.66	0.4	16

entry	Lipid droplet cells 6.5 µM	M17LAP inhibition	Ins promoter up	Ins promoter up cell count	M1AAP inhibition	Autophagy mod	Autophagy mod cell loss 18 h	Yfh1-off respiration
25	672	-7%	-0.19	1478	6%	i	1	i
26	740	-18%	nt	nt	-1%	i	-1	i
27	556	0%	0.23	1532	6%	i	12	i
28	646	32%	0.24	1364	10%	i	3	i
